Pf growth 48h: P. falciparum growth inhibition at 48 hours (one generation). P. falciparum luciferase growth in erythrocytes, 48 h. Potency, µM (titrated, usually from 28.7 µM), for inactives: at the top dose activity change, negative = inhibition, actives largely listed as inhibitors. actives 5.9% (n = 310,000). AID 504832; note: potency is the fitted concentration of half-maximal effect; % is set by controls: 0 for no effect and ±100 for the full control effect
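Cell-based growth assay: transgenic P. falciparum expressing firefly luciferase, cultured in red cells within RPMI 1640 containing 0.5% w/v Albumax, 24 mM bicarbonate and gentamycin. A drop in luciferase activity indicates inhibition.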
Pf growth 96h: P. falciparum growth inhibition at 96 hour, primary screen for plastid delayed-death inhibitors. AID 504834. P. falciparum luciferase reporter growth, 96 h. Potency, µM (top dose mostly 28.7 µM), for the others: at the highest dose activity change, negative = inhibition, usual class: inhibitors. actives 6.9% (n = 320,000); note: potency is the fitted concentration of half-maximal effect; % is set by controls: 0 for no effect and ±100 for the full control effect
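Luminescence readout: decreased luciferase signal marks inhibited growth of reporter-expressing P. falciparum in infected red cells (2% hematocrit, 0.05% parasitemia final), exposed to compound two generations (96 h, 37 C, 5% CO2).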
HCV inh: blocks hepatitis C virus. actives 3.4% (n = 340,000). Potency, µM (top dose mostly 41.8 µM), inactives show at the highest dose activity change, negative = inhibition, usual class: inhibitors. Huh7.5.1 HCVcc-Cre infection, luciferase reporter, 44 h; note: potency is the fitted concentration of half-maximal effect; % is set by controls: 0 for no effect and ±100 for the full control effect
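Cells seeded at 1,000/well and cultured 4 h, then compounds added followed by HCVcc-Cre virus (~0.5 moi). After 44 h further culture, luciferase substrate was added, plates held 15 min at room temperature, and luminescence read for 15 sec.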
Cycloheximide cs: counter-screen for Shiga toxin inhibitors: cycloheximide protein synthesis inhibition; cell reporter, cycloheximide protein synthesis inhibition counterscreen; max response, %; actives 12% (n = 300,000); in the data active = max response mostly above about 13%, no sharp cut-off; inactive = mostly below about 14%; note: read at 38.3 µM for the half of the compounds with a filed dose; 0% is about no effect
FBPA Giardia inh: blocks Giardia fructose-bisphosphate aldolase activity | A8B2U2 | purified Giardia FBPA | Potency, µM (titrated, usually from 59.6 µM), inactives show top-dose activity, negative = inhibition, hits mostly inhibitors | actives 0.71% (n = 290,000) | AID 2451; note: potency is the fitted concentration of half-maximal effect; % is set by controls: 0 for no effect and ±100 for the full control effect; nearly all actives have a fitted effect of over 55% in size
Target sequence (A8B2U2 whole entry, looked up): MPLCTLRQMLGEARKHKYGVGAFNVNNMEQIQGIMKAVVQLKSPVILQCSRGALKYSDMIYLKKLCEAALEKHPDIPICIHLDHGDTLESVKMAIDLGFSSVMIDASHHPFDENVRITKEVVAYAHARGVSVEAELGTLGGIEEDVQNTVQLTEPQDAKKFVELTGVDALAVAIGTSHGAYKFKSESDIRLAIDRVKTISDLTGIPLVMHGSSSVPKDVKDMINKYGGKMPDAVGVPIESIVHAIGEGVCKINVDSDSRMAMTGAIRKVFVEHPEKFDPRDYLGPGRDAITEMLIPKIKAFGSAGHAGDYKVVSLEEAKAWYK
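40 nM FBPA preincubated 10 min at RT with compound (up to 57.5 uM final), then substrate plus GAPDH/TPI/NAD/arsenate coupling and diaphorase/resazurin added. Fluorescence read after 20 min at RT, 525/598 nm.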
Shiga toxin inh: Shiga toxin inhibition. Vero cells, Shiga toxin protein synthesis inhibition reporter. inhibition, % at 38.7 µM. actives 9.2% (n = 290,000). AID 2315; in the data active = inhibition mostly above about 28%, no sharp cut-off; inactive = mostly below about 43%; note: 0% is about no effect
* = called active by the depositor; & = joins results of further samples; [ ] = remark or other dose. Unless noted, calls come from the whole dose curve; as a rule, active = well fitted curve in the direction sought with a large enough effect; inconclusive = small, poorly fitted or top-dose-only effect, or another doubt; inactive = no such curve, though single readings can be large; an effect the other way counts as inactive or inconclusive.

Screening C#CCOCCOCCOCCNc1nc(N2CCN(C(=O)CCCCCCCCCCNC(=O)Cn3cc(C[C@@H](C)O)nn3)CC2)nc(N2CCN(C(=O)CCCCCCCCCCNC(=O)Cn3cc(C[C@@H](C)O)nn3)CC2)n1 returned Pf growth 48h 0.131µM*, Pf growth 96h 0.0828µM* and HCV inh -3.0%.
For Cc1ccc2c(Cl)cc(Cl)c(OCC(=O)NCc3ccco3)c2n1 the results were Pf growth 96h inconclusive, Cycloheximide cs 5.9, FBPA Giardia inh -29.7% and Shiga toxin inh 8.5.
`O=C(NCCCSc1ccccc1)c1cnc(Cl)c(Cl)c1` gave Pf growth 48h 12.8%, Pf growth 96h 20.4%, HCV inh 13.7%, Cycloheximide cs -8.0 and Shiga toxin inh 22.2.
For COCCn1c(C)cc(C(=O)CSc2nc3ccccc3o2)c1C the results were Pf growth 48h 111.4%[activator], Pf growth 96h 147.3%[activator], HCV inh inconclusive, Cycloheximide cs 50.8*, FBPA Giardia inh -1.8% and Shiga toxin inh 120.2*.
Screening Cc1cc(NC(=O)C2CC(=O)N(c3ccc(F)cc3)C2)no1 (configuration not stated) returned Pf growth 48h 4.8%, Pf growth 96h -32.4%, HCV inh 12.3%, Cycloheximide cs -2.9, FBPA Giardia inh 4.7% and Shiga toxin inh -11.1.
For Cc1ccc(N(C(=O)CNC(=O)c2ccco2)C(C(=O)NC2CCCC2)c2ccncc2)cc1 (configuration not stated) the results were Pf growth 48h 33.6%[activator], Pf growth 96h 3.8%, HCV inh 11.2%, Cycloheximide cs -1.2, FBPA Giardia inh 10.4% and Shiga toxin inh -7.6.
`CCCCOc1ccccc1C(=O)NNC(=S)NC(=O)c1ccccc1[N+](=O)[O-]` gave Pf growth 48h -1.7%, Pf growth 96h inconclusive, HCV inh inconclusive, Cycloheximide cs -0.8, FBPA Giardia inh 26.4% and Shiga toxin inh -13.7.
For CCc1cccc(NC(=O)c2ccc3c(=O)n4c(nc3c2)CCCCC4)c1 the results were Pf growth 48h inconclusive, Pf growth 96h -14.9%, HCV inh 12.6µM*, Cycloheximide cs 37.6*, FBPA Giardia inh 0.0% and Shiga toxin inh 75.7*.
Screening O=C(c1cccc(Oc2ccc([N+](=O)[O-])cc2Cl)c1)N1CCCCC1 returned Pf growth 48h -1.9%, Pf growth 96h 0.8%[5.75 µM], HCV inh 10.9%, Cycloheximide cs -2.8, FBPA Giardia inh -4.4% and Shiga toxin inh 8.2.
COc1ccc(C2CC(c3cccs3)=NN2C(=O)COC(=O)c2cc3ccccc3cc2O)cc1OC (configuration not stated) was read as Pf growth 48h inconclusive, Pf growth 96h 0.0%, HCV inh 7.7%, Cycloheximide cs -1.8, FBPA Giardia inh -3.0% and Shiga toxin inh -13.7.
For Cc1cc(C)n2nc(SCC(=O)N/N=C/c3ccccn3)nc2n1 the results were Pf growth 48h 20.5%, Pf growth 96h 4.9%, HCV inh 9.4%, Cycloheximide cs -3.6, FBPA Giardia inh 19.2% and Shiga toxin inh -4.2.
For CCn1c(CN2CCN(C(=O)c3ccco3)CC2)nc2c1c(=O)n(C)c(=O)n2C the results were Pf growth 48h 2.5%, Pf growth 96h inconclusive, HCV inh 12.5%, Cycloheximide cs -3.3, FBPA Giardia inh -2.0% and Shiga toxin inh -14.9.
For C(=N\Nc1nc(N2CCCC2)nc(N2CCCC2)n1)/c1cccnc1 the results were Pf growth 48h 27.6%[1.15 µM], Pf growth 96h 7.2%, HCV inh 23.8%, Cycloheximide cs -2.9, FBPA Giardia inh 3.7% and Shiga toxin inh -5.0.
For COc1ccc(CSc2nnc(-c3ccncc3)n2C)cc1F the results were Pf growth 48h inconclusive, Pf growth 96h -23.7%, HCV inh 20.5%, Cycloheximide cs 17.2, FBPA Giardia inh 5.7% and Shiga toxin inh 69.7*.
Screening O=C(OCC(=O)N1CCN(C(=O)c2ccco2)CC1)c1cc(-c2ccccc2)nc2ccccc12 returned Pf growth 96h -3.4%, HCV inh -8.9%, Cycloheximide cs -1.0, FBPA Giardia inh -4.4% and Shiga toxin inh 4.2.

The last 2 records of the part above are carried over, then new ones follow:
For COc1ccc(CSc2nnc(-c3ccncc3)n2C)cc1F the results were Pf growth 48h inconclusive, Pf growth 96h -23.7%, HCV inh 20.5%, Cycloheximide cs 17.2, FBPA Giardia inh 5.7% and Shiga toxin inh 69.7*.
Screening O=C(OCC(=O)N1CCN(C(=O)c2ccco2)CC1)c1cc(-c2ccccc2)nc2ccccc12 returned Pf growth 96h -3.4%, HCV inh -8.9%, Cycloheximide cs -1.0, FBPA Giardia inh -4.4% and Shiga toxin inh 4.2.
For COc1ccccc1N1CCN(C(=O)c2c(C)cc(=O)oc2C)CC1 the results were Pf growth 48h 7.1%, HCV inh 8.6%, Cycloheximide cs 4.0, FBPA Giardia inh -8.2% and Shiga toxin inh 23.1.
For O=S(=O)(Nc1nc2ccccc2nc1Cl)c1ccc(Br)cc1 the results were Pf growth 48h 28.5%, Pf growth 96h -13.4%, HCV inh -8.0%, Cycloheximide cs -6.8, FBPA Giardia inh 7.8% and Shiga toxin inh 3.8.
For CCOC(=O)c1c(C)nc(C)c(C(=O)OCC)c1-c1ccc(Br)cc1 the results were Pf growth 48h -22.9%, Pf growth 96h 13.1µM*, HCV inh -23.1%, Cycloheximide cs -0.8, FBPA Giardia inh 9.3% and Shiga toxin inh -3.8.
For CCOC(=O)c1c(C)[nH]c(C(=O)N(C)CC(=O)Nc2ccc(OC)cc2)c1C the results were Pf growth 48h -24.4%, Pf growth 96h inconclusive and HCV inh -19.8%.
CN(C)S(=O)(=O)c1ccc(Cl)c(NC(=O)CSc2nc3c(cc2C#N)C(=O)CCC3)c1 was read as Pf growth 48h -0.2%, Pf growth 96h 0.0%, HCV inh 9.4%, Cycloheximide cs -1.5, FBPA Giardia inh 0.5% and Shiga toxin inh -9.1.
For Cc1ccc(C(=O)O/N=C/c2c(Cl)n(C)c3ccccc23)cc1 the results were Pf growth 48h 70.3%[activator], Pf growth 96h 67.0%[activator], HCV inh -17.5%, Cycloheximide cs -0.8, FBPA Giardia inh 2.3% and Shiga toxin inh -12.0.
C=C(C)COc1ccc(-c2nc(N)ncc2Oc2ccc(OC)cc2)c(O)c1 was read as Pf growth 48h inconclusive, Pf growth 96h 3.0%, HCV inh -12.4%, Cycloheximide cs 10.2, FBPA Giardia inh -7.9% and Shiga toxin inh 23.2.
For c1ccc(Cc2nn3c(Cn4nnc5ccccc54)nnc3s2)cc1 the results were Pf growth 48h -15.7%, Pf growth 96h 4.3%, HCV inh 1.0%, Cycloheximide cs 14.5, FBPA Giardia inh 5.9% and Shiga toxin inh 12.6.
Screening COC(=O)C1=NNC2(C)C(=O)N(c3ccc(C)cc3)C(=O)C12 (configuration not stated) returned Pf growth 48h 90.8%[activator], Pf growth 96h 31.7%[activator], HCV inh 14.8%, Cycloheximide cs 2.9, FBPA Giardia inh 3.1% and Shiga toxin inh 13.8.
COc1nnc(-c2ccc(N3CCOCC3)c(NC(C)=O)c2)c2ccccc12 was read as Pf growth 48h -10.2%, Pf growth 96h inconclusive, HCV inh -1.5%, Cycloheximide cs -3.9, FBPA Giardia inh -1.4% and Shiga toxin inh -13.6.
Screening Cc1c(C(=O)O)c(C(=O)O)c2n1CCS2 returned Pf growth 48h 2.3%, Pf growth 96h -0.3%, HCV inh 7.0%, Cycloheximide cs 0.8, FBPA Giardia inh -11.7% and Shiga toxin inh -9.9.
For COCCN1C(=O)c2oc3ccccc3c(=O)c2C1c1ccc(O)c(OC)c1 (configuration not stated) the results were Pf growth 48h 11.2%, Pf growth 96h -13.4%, HCV inh 14.5%, Cycloheximide cs -1.6, FBPA Giardia inh -6.5% and Shiga toxin inh -7.5.
Screening Nc1cc(=O)[nH]c(=O)n1Cc1ccccc1 returned Pf growth 48h 19.3%, Pf growth 96h 6.2%, HCV inh 12.2%, Cycloheximide cs -2.4, FBPA Giardia inh 0.5%&2.2% and Shiga toxin inh -6.4.
For CC1CCN(C(=O)CSc2nc3ncccc3[nH]2)CC1 the results were Pf growth 48h 13.0%, Pf growth 96h 25.9%, HCV inh 2.2%, Cycloheximide cs 20.3* and Shiga toxin inh 28.4.
`O=C(CSCc1cccc(Cl)c1)NCc1ccc2c(c1)OCO2` gave Pf growth 48h 6.2%, Pf growth 96h -2.8%, HCV inh 4.8%, Cycloheximide cs 1.1 and Shiga toxin inh 2.5.
`CCc1ccc(NC(=O)CCS(=O)(=O)c2ccc3c(c2)CCN3C(C)=O)cc1` gave Pf growth 48h 7.8%, Pf growth 96h inconclusive, HCV inh inconclusive, Cycloheximide cs -2.9, FBPA Giardia inh 4.2% and Shiga toxin inh -2.3.
Screening CC1=Nn2c(nnc2-c2cc(C)[nH]n2)SC1 returned Pf growth 48h inconclusive, Pf growth 96h -13.3%, HCV inh 14.6%, Cycloheximide cs -2.2, FBPA Giardia inh -5.5% and Shiga toxin inh 1.6.
For CC(=O)c1ccc(S(=O)(=O)N(CCCO)Cc2cc3cc4c(cc3[nH]c2=O)OCCO4)cc1 the results were Pf growth 48h -1.5%, Pf growth 96h inconclusive, HCV inh 2.7%, Cycloheximide cs -2.2, FBPA Giardia inh 3.9% and Shiga toxin inh 2.6.
`O=C1C2=C(NC(=S)NC2c2ccc(Cl)cc2)NC(c2ccc(Cl)cc2)N1c1ccc(Cl)cc1` (configuration not stated) gave Pf growth 48h inconclusive, Pf growth 96h inconclusive, HCV inh -26.3%, Cycloheximide cs -2.0 and Shiga toxin inh 9.5.
For Cc1ccc(Oc2ccc(C=O)cn2)cc1 the results were Pf growth 48h 494.4%[activator], Pf growth 96h 42.6%[activator], HCV inh -8.7%, Cycloheximide cs 19.8, FBPA Giardia inh -1.1% and Shiga toxin inh 25.7.
Screening COc1ccc(-c2noc(-c3cccc(OC)c3OC)n2)cc1OC returned Pf growth 96h 0.0%, HCV inh -13.5%, Cycloheximide cs 36.0*, FBPA Giardia inh -5.0% and Shiga toxin inh 64.7*.
Screening CCc1nc2oc3cc(OC)ccc3c(=O)c2c(=O)n1Cc1ccco1 returned Pf growth 48h 11.7µM*, Pf growth 96h inconclusive, HCV inh -12.8%, Cycloheximide cs 7.5, FBPA Giardia inh 0.0% and Shiga toxin inh -8.2.
O=C(Nc1ccccc1C(=O)Nc1nnc(C(F)(F)F)s1)c1ccccc1Cl was read as Pf growth 48h inconclusive, Pf growth 96h 4.65µM*, HCV inh 11.2µM*, Cycloheximide cs 11.1, FBPA Giardia inh -17.8% and Shiga toxin inh 8.1.
Screening CC(C)(C)n1nnnc1C(c1ccccn1)N1CCN(C(c2ccccc2)c2ccccc2)CC1 (configuration not stated) returned Pf growth 48h inconclusive, Pf growth 96h -31.2%, HCV inh 6.1%, Cycloheximide cs 3.9, FBPA Giardia inh -10.0% and Shiga toxin inh 3.9.
`CCn1cc(C(=O)NCCc2ccc(Cl)cc2)c(=O)c2cc(S(=O)(=O)N(C)C)ccc21` gave Pf growth 48h inconclusive, Pf growth 96h inconclusive, HCV inh 3.9%, Cycloheximide cs 2.4, FBPA Giardia inh -3.6% and Shiga toxin inh -2.9.
For COc1ccc(C(=O)NCc2cccnc2)cc1 the results were Pf growth 48h -3.5%, Pf growth 96h inconclusive, HCV inh -0.3%, Cycloheximide cs 4.0, FBPA Giardia inh 2.7% and Shiga toxin inh 3.1.
`CC(C)c1ccc(C(C)NCCS(=O)(=O)c2ccc(Br)cc2)cc1` (configuration not stated) gave Pf growth 48h inconclusive, Pf growth 96h inconclusive, HCV inh -4.8%, Cycloheximide cs -1.1 and Shiga toxin inh -17.0.
For Cc1cccc(CS(=O)(=O)Cc2ccc(C(=O)NC3CCCCC3)o2)c1 the results were Pf growth 48h inconclusive, Pf growth 96h 55.4%[activator], HCV inh -11.8%, Cycloheximide cs 7.7, FBPA Giardia inh 15.5% and Shiga toxin inh -7.2.

Source: PubChem (National Center for Advancing Translational Sciences (NCATS))
